# PAX8 reporter – inhibitors of PAX8-driven TPO luciferase reporter, primary screen, RMG-I cells, single concentration; AID 652154, 2013; SteadyGlo, 24 h; hit rate 1.2% among 360,000; inhibition, % at 12.6 µM;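 active means mean replicate inhibition at least 60% with every replicate also reaching 60%; inconclusive means only one of the two criteria is met; inactive means mean below 60% and not all replicates reaching 60%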;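 further: luciferase light reporting Pax8 driven TPO promoter activity; plate controls were median of neutral control wells for no effect and mitoxantrone controls for full effect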
# LGR2 antag – inhibitors of bursicon-induced LGR2 CRE-luciferase signal, primary screen, cell-based, HEK293, CRE-luciferase reporter, bursicon stimulation; Drosophila bursicon receptor LGR2 (rickets); bursicon-stimulated, 4 h; inhibition, % at 9.99 µM; hit rate 0.35% among 380,000; AID 720647, 2013;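 active means drop in luminescence signal, shown as inhibition above about 50% in the replicate tests, limit read from the data, passing the limit was not always enough; inconclusive means probably only some replicates passing the limit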;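 further: agonist challenge used bursicon conditioned medium at about half maximal strength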
# ARNT-TACC3 inh – disruptors of ARNT/TACC3 protein interaction, primary screen, biochemical, AlphaScreen, single concentration; Transforming acidic coiled-coil-containing protein 3 (Homo sapiens), Q9Y6A5; AlphaScreen His-ARNT PAS-B/GST-TACC3 binding, luminescence; TACC3 fragment carries E629A point mutation; hit rate 0.66% among 390,000; inhibition, % at 9.99 µM;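 active means mean inhibition of replicates at least 50% and at least half of replicates each reaching 50%; inconclusive means half or more replicates reach 50% but mean below 50%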;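 further: 0% = complete ARNT plus TACC3 wells and 100% = ARNT alone without TACC3; many hits fall short of the cut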
# SIRT5 inh – SIRT5 desuccinylase inhibitors, primary screen, biochemical, fluorescence imaging, single point, set 5 | inhibition, % at 15 µM | NAD-dependent protein deacylase sirtuin-5, mitochondrial (Homo sapiens), Q9NXA8 | hit rate 1.1% among 330,000 | Purified SirT5, succinyl-peptide AMC, trypsin-coupled fluorescence; in the data active means inhibition above about 15%; inconclusive means no clear call, values can overlap the other calls
# Target sequence (Q9NXA8 whole entry, looked up): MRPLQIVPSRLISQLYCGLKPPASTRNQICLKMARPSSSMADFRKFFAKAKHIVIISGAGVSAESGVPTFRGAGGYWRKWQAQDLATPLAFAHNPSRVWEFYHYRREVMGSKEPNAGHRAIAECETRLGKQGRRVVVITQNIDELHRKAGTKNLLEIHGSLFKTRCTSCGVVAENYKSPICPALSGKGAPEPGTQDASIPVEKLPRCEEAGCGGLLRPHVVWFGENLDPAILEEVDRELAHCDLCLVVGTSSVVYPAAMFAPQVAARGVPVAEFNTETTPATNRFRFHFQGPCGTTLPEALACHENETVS
# Casp6 inh – human caspase-6 inhibitors, primary screen, biochemical, VEID-R110 fluorescence, single point, set 2. hit rate 0.53% among 350,000. P55212. purified caspase-6, Z-VEID-R110 cleavage fluorescence. AID 686996, 2013. inhibition, % at 12.5 µM;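 active means mean inhibition across replicates at least about 35%, with every replicate also reaching that limit, limit read from the data; inconclusive means only one of the two criteria met; inactive means neither criterion met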;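 further: 0% = median of neutral control wells and 100% = no fluorescence left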
# Target sequence (P55212 24-179 limits assumed): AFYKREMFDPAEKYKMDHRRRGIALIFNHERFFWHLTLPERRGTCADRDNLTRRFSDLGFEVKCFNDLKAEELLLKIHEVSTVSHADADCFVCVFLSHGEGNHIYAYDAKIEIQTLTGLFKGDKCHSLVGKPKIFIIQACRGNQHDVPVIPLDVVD
# Target sequence (P55212 194-293 limits assumed): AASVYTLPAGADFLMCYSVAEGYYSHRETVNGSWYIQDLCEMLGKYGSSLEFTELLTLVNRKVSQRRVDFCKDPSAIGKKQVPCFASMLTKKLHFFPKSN
# DENV2 CPE – inhibitors of DENV2 cytopathic effect, primary screen, cell-based, plate reader, single concentration. DENV2-infected cells, cytopathic effect rescue. CPE inhibition, % at 9.99 µM. hit rate 1.7% among 350,000. AID 651640, 2012; in the data active means CPE inhibition above about 20%, passing the limit was not always enough; inconclusive means no clear call, values can overlap the other calls; tested in BHK-21 cells;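 further: 0% = median of neutral control wells and 100% = median of positive control wells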
# EWS-Fli block – EWS/Fli-driven NR0B1 reporter inhibitors, primary screen, A673 cells, NR0B1 luciferase, luminescence, MLPCN library; viability-normalised; inhibition, % at 12.6 µM; hit rate 0.67% among 350,000; AID 651661, 2012;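 active means mean inhibition of at least 50% after viability correction, with every replicate also passing that limit; inconclusive means mean reaches 50% but only one of two replicates passes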;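 further: firefly luciferase signal divided by Alamar Blue viability fluorescence both relative to DMSO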
# * marks the source's active call; other numbers are inactive results; u = inconclusive; x = no result given; & = joins results of further samples; ! = not confirmed by another sample.
# Screens in order: PAX8 reporter, LGR2 antag, ARNT-TACC3 inh, SIRT5 inh, Casp6 inh, DENV2 CPE, EWS-Fli block
Cc1nc(CN2CCC(c3ccccc3)CC2)cc(=O)[nH]1
  -3, -3, x, -3, 6, 5, -1
COc1ccc(S(=O)(=O)N(C)C[C@H]2OCc3cn(nn3)CCCC(=O)N([C@H](C)CO)C[C@@H]2C)cc1
  -6&-5, -12&-4, -11&-7, 1&-2&-2, 4&2&6, 11&2&1, 2&4&-9
CCCCCCSc1ccc([C@@H]2[C@@H]3C(=O)N(CC)C(=O)[C@@H]3[C@]3(C(=O)OC)CCCCN23)cc1
  -5, 1, 1, x, -1, 16, 19
CC(C)(C)Cc1c(-c2cccc(Br)c2)nc2ccc(Cl)cn12
  18, -3, x, -2, 1, u, -27
COC(=O)[C@]12CCCCC=C1N(Cc1cccc3ccccc13)C(=O)[C@H](CC(=O)N1CCN(C(=O)c3ccco3)CC1)C2
  92*, 31, x, 11, 2, -3, 0
C[C@@H]1CN([C@H](C)CO)C(=O)Cc2cc(NS(=O)(=O)c3ccc(Cl)cc3)ccc2O[C@H]1CN(C)S(=O)(=O)c1ccccc1
  6, -5, 0, 2, -1, 0, -11
Nc1cc(C(=O)OCC(=O)NC(c2ccccc2)c2ccccc2)ccc1Cl
  -12, -5, -11, x, x, x, x
CSCCC(c1nc2ccccc2[nH]1)n1c(-c2ccc(C)cc2)nc2ccccc21 (configuration not stated)
  -5, -8, x, -1, -2, -8, -50
O=C(COC(=O)c1cc([N+](=O)[O-])ccc1Cl)NC1CCCC1
  22, 4, 6, -1, -1, 12, -3
O=C(COC(=O)c1ccc(OC(F)F)cc1)NCCC1=CCCCC1
  -12, -16, x, 4, -1, -8, -1
COc1ccc(CN(C)C[C@H]2OCCCC[C@H](C)Oc3ccc(NC(=O)CCC(F)(F)F)cc3C(=O)N([C@@H](C)CO)C[C@@H]2C)cc1
  -7&-19, 4, 2, -2, -2&-1, 44*!, 6&0
COc1cccc(NC(=O)COC(=O)c2c(F)cccc2F)c1
  -10, 3, -2, x, x, x, x
O=C1CN(C(=O)NCC(=O)N[C@@H](Cc2ccccc2)C(=O)O)c2ccccc2N1
  x, 7, -7, -1, -3, u, -1
O=C(C[C@H]1CC[C@H]2[C@@H](COC[C@@H](O)CN2C(=O)c2ccc3c(c2)OCO3)O1)NC1Cc2ccccc2C1
  1, -9, 11, -1, -2, 33*, -2
C[C@H](CO)N1C[C@H](C)[C@@H](CN(C)S(=O)(=O)c2cccs2)Oc2ccc(NS(=O)(=O)c3ccc(F)cc3)cc2C1=O
  5&-3, 5&-25, 5, 6&-1, -1&-3, -5&2, -5&5
C[C@@H]1CN([C@H](C)CO)C(=O)c2cc(NC(=O)NC3CCCCC3)ccc2O[C@@H](C)CCCCO[C@H]1CN(C)C(=O)c1ccccc1
  -7, 11, -3, 4, 1, 0, 4
Cc1cc(C)c(S(N)(=O)=O)c(C)c1N(C)S(=O)(=O)c1ccc(Cl)cc1
  -10, -4, 3, -3, 5, -8, x
CC(C)CC1NC(=O)N(CC(=O)Nc2cc(S(=O)(=O)N3CCOCC3)ccc2Cl)C1=O (configuration not stated)
  21, -3, -5, -1, 0, -2, 4
O=C(NC(C(=O)N1CCCC1C(=O)NC1CCCC1)c1ccccc1)c1cccs1 (configuration not stated)
  -13, -5, x, -3, -4, 47*, 0
COc1ccc(S(=O)(=O)N(C)C[C@H]2OCCCC[C@H](C)Oc3ccc(NS(C)(=O)=O)cc3C(=O)N([C@@H](C)CO)C[C@@H]2C)cc1
  -8, -2, -4, -7, -1, -3, 6
CC(=O)Nc1ccc(S(=O)(=O)N2CCC(C(=O)NCc3ccncc3)CC2)cc1
  -9, 4, 5, -4, 3, -2, 0
C[C@H](NC(=O)c1cc2cc(Cl)ccc2n1C)C(=O)N1CCC(C(=O)O)CC1
  -1, 2, -4, -3, -1, -8, -2
C[C@H](CO)N1C[C@H](C)[C@@H](CN(C)S(=O)(=O)c2ccc(Cl)cc2)Oc2ccc(N(C)C)cc2C1=O
  -13, 12, x, x, -1, 2, 6
Cc1cccc(NC(=O)COC(=O)c2cccc(S(=O)(=O)N3CCCCCC3)c2)c1
  -12, -1, 3, -3, -3, 2, -10
COc1cccc(-c2nnc(SCC3CNC(=O)O3)n2-c2ccc(Cl)cc2)c1 (configuration not stated)
  11, -11, -4, x, x, x, x
Cc1cc([N+](=O)[O-])ccc1-c1ccc(/C=N/NC(=O)c2ccc(Br)o2)o1
  6, 7, -6, 0, -1, -3, 8
C[C@H](CO)N1C[C@H](C)[C@@H](CN(C)C(=O)[C@@H](Cc2ccccc2)N(C)C)OCc2ccccc2-c2ccccc2C1=O
  12, 7, 10, -2, 0, -4, 0
COC(=O)c1sccc1NC(=O)Nc1cc(OC)ccc1OC
  11, -13, 10, -2, 3, -6, -3
O=C(NCCc1c[nH]c2ccccc12)/C(=C\c1cccnc1)NC(=O)c1ccccc1F
  7, 18, -4, x, 0, 11, -15
Cc1nn(C)cc1NC(=O)C[C@@H]1CC[C@H]2[C@H](COc3ccc(NC(=O)C(C)C)cc3C(=O)N2C)O1
  0, -9, -9, x, x, -1, 4
NC(=O)CC(NC(=O)Cc1ccc(Cl)cc1)c1ccc(NCCCN2CCCC2=O)c([N+](=O)[O-])c1 (configuration not stated)
  -1, x, -2, 6, -1, -2, -1
Cc1ccc(S(=O)(=O)N(C)C)cc1NC(=O)C1CCN(C(=O)Nc2ccccc2)CC1
  6, 0, 0, 0, -20, 1, 4
Cc1ccc(C(=O)OCC(=O)NCc2cccs2)cc1C
  -11, -65, 3, -1, 2, 14, 1
CC(C)Oc1ccc(Br)cc1C(=O)N/N=C/c1c[nH]c2ccccc12
  -14, -9, 1, -8, 1, -6, 53*
C[C@@H]1CN([C@H](C)CO)C(=O)c2c(c3ccccc3n2C)-c2ccccc2CO[C@@H]1CN(C)C(=O)CCN(C)C
  4, 5, x, -4, 0, 3, 3
CCOc1ccccc1NC(=O)Cn1cnc2c(nnn2-c2cccc(OC)c2)c1=O
  -29, 0, -3, -1, -3, 4, -1
C[C@H](CO)N1C[C@H](C)[C@H](CN(C)Cc2ccccc2)OCCCC[C@H](C)Oc2ccc(NC(=O)c3ccncc3)cc2C1=O
  -3, 2, 2, 10, 3, -1, x
CCN(CC)CCOC(=O)C(Cc1ccco1)Cc1cccc2ccccc12 (configuration not stated)
  -16, 7, 1, -3, 9, 7, 6
C[C@@H]1CN([C@@H](C)CO)C(=O)c2cc(NC(=O)CCN3CCOCC3)ccc2O[C@H]1CN(C)Cc1ccc(Oc2ccccc2)cc1
  x, 4, 3, 4, -4, 6, -4
CCCC#Cc1cnc2c(c1)C(=O)N([C@H](C)CO)C[C@H](C)[C@@H](CN(C)C(=O)NC1CCCC1)O2
  -4, -2, -1, -2, 0, 0, 11
COc1ccccc1S(=O)(=O)Cc1ccc(C(=O)N2CCN(c3ccc(C)cc3)C(C)C2)o1 (configuration not stated)
  24, 2, 9, 1, 4, 0, -2
O=[N+]([O-])c1ccc(-c2cn3nc(-c4ccccc4)c(-c4ccccc4)nc3n2)cc1
  4, x, x, -5, 0, 2, -13
Cc1ccc(-n2nccc2-c2nn(-c3cccc(C(F)(F)F)c3)c(=O)n(C)c2=O)cc1
  19, 25, -31, -2, -4, 13, 15
CCn1c(=O)c(C(=O)NNS(=O)(=O)c2ccc(Br)cc2)c(O)c2ccccc21
  14, -9, 1, -2, 4, 13, 0
O=C(NC1CCC1)[C@H]1[C@H](CO)[C@H]2Cn3c(cccc3=O)[C@H]2N1CCc1ccccc1
  -20, 5, 0, -7, x, -1, 4
O=C(C[C@H]1C=C[C@@H](NC(=O)Nc2cccc(F)c2)[C@H](CO)O1)NCC1CCCCC1
  19, -2, 1, -1, -1, 2, -68
C[C@H]1CCCCO[C@H](CN(C)C)[C@@H](C)CN([C@@H](C)CO)C(=O)c2cc(NS(C)(=O)=O)ccc2O1
  -16, -2, -8, -3, -2, -1, 0
O=c1ccc(-c2ccc(S(=O)(=O)NCC3CCN(Cc4cccc(F)c4)CC3)s2)n[nH]1
  -6, 16, -5, -1, -2, 0, x
CN(C)C(=O)OCc1c(-c2ccccc2)ncc2ccccc12
  3, 6, -6, -2, 1, 7, 10
CC1=C(C)CC2C(C1)C(=O)c1ccc(Br)cc1S2(=O)=O (configuration not stated)
  2, 5, 0, x, 1, -6, -8
COCC(=O)N1CC(=O)N2[C@H](C1)[C@@H](c1ccc(-c3ccccc3)cc1)[C@@H]2CO
  x, 1, x, 0, 2, 8, -2
CN(CCC1CCOCC1)C(=O)CC1C(=O)NCCN1Cc1ccccc1F (configuration not stated)
  0, 6, x, -2, -5, -1, 0
Cc1ccc(C(=O)n2c(-c3ccccc3)cnc2SCC(=O)Nc2ccc(C)cc2C)cc1
  -24, -4, 18, -7, 2, 7, -5
O=C(O)/C=C/C(=O)c1ccc(O)cc1
  1, -4, -1, 2, 16, 11, 0
CO[C@@H]1CN(C)C(=O)c2cc(NC(=O)NC(C)C)ccc2OC[C@@H](C)N(S(C)(=O)=O)C[C@@H]1C
  -8, 7, x, -2, 2, 7, -4
CCN(CC)c1ccc(/C=N/NC(=O)CNC(=O)c2ccc3c(c2)OCCO3)cc1
  -2, -18, x, -2, 2, 1, 4
CNC[C@@H]1Oc2ccc(NS(=O)(=O)c3cccs3)cc2CC(=O)N([C@H](C)CO)C[C@@H]1C
  x, 9, -3, -1, 3, 7, 3
COc1ccc(CCNc2c(C=O)c(=O)[nH]c3ccccc23)cc1OC
  5, 4, 12, 0, -1, 13, 2
COc1cccc(NC(=O)CN2C(=O)COc3ccc(S(=O)(=O)N4CCOCC4)cc32)c1
  6, -6, 2, -1, -5, 1, x
Cc1ccc(NC(=O)NNC(=O)c2ccc3c(c2)NC(=O)C(C)(C)O3)cc1
  -9, 15, -6, 1, 3, -5, -14
C[C@H](NC(=O)[C@H]1[C@H](CO)[C@H]2Cn3c(ccc(C4=CCCCC4)c3=O)[C@@H]1N2)c1ccccc1
  -10, -12, 2, -17, 0, 6, -2

# Quoted at random: 2 records from the list
# Screens in order: PAX8 reporter, LGR2 antag, ARNT-TACC3 inh, SIRT5 inh, Casp6 inh, DENV2 CPE, EWS-Fli block
CSCCC(c1nc2ccccc2[nH]1)n1c(-c2ccc(C)cc2)nc2ccccc21 (configuration not stated)
  -5, -8, x, -1, -2, -8, -50
C[C@H](CO)N1C[C@H](C)[C@@H](CN(C)C(=O)[C@@H](Cc2ccccc2)N(C)C)OCc2ccccc2-c2ccccc2C1=O
  12, 7, 10, -2, 0, -4, 0

# Already shown: 6 of the compounds above.
# Screens in order: PAX8 reporter, LGR2 antag, ARNT-TACC3 inh, SIRT5 inh, Casp6 inh, DENV2 CPE, EWS-Fli block
NC(=O)CC(NC(=O)Cc1ccc(Cl)cc1)c1ccc(NCCCN2CCCC2=O)c([N+](=O)[O-])c1 (configuration not stated)
  -1, x, -2, 6, -1, -2, -1
Cc1ccc(S(=O)(=O)N(C)C)cc1NC(=O)C1CCN(C(=O)Nc2ccccc2)CC1
  6, 0, 0, 0, -20, 1, 4
Cc1ccc(C(=O)OCC(=O)NCc2cccs2)cc1C
  -11, -65, 3, -1, 2, 14, 1
CC(C)Oc1ccc(Br)cc1C(=O)N/N=C/c1c[nH]c2ccccc12
  -14, -9, 1, -8, 1, -6, 53*
C[C@@H]1CN([C@H](C)CO)C(=O)c2c(c3ccccc3n2C)-c2ccccc2CO[C@@H]1CN(C)C(=O)CCN(C)C
  4, 5, x, -4, 0, 3, 3
CCOc1ccccc1NC(=O)Cn1cnc2c(nnn2-c2cccc(OC)c2)c1=O
  -29, 0, -3, -1, -3, 4, -1

# From PubChem

# Not a hit list. Share with any hit: about 4.9%.
